# PG9 binder: PG9 antibody binding by small molecule. TR-FRET gp120-PG9 antibody binding. inhibition, % at 6.7 µM. 360,000 tested, 0.43% active. AID 624416; in the data active = inhibition above about 8.5%
# rCAG binder: binds r(CAG) RNA repeats. r(CAG) RNA repeat, TO-PRO-1 dye displacement fluorescence. inhibition, % at 3 µM. 370,000 tested, 1.3% active. AID 651821;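 active = inhibition above the plate cutoff, the mean of all test compounds on that plate plus 3 SD, cut at about 35% in these data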;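 note: 0% = DMSO alone and 100% = 100 µM mitoxantrone as full dye displacement; higher means more dye released from RNA so lower well fluorescence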
# LEDGF integ inh: blocks HIV-1 LEDGF/p75-dependent DNA integration; AID 743269; TR-FRET IN-LEDGF/p75 DNA integration, Eu/Cy5; 370,000 tested, 0.64% active; inhibition, % at 3.7 µM;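 active = inhibition above the screen-wide mean plus 3 SD, cut at about 13% in these data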;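 note: signal is the Cy5 over europium emission ratio at 671 and 618 nm; 0% = plate median of compound wells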
# PRMT1 inh: inhibitors of human PRMT1 | Q99873 | recombinant PRMT1, activity-based probe fluorescence polarization | 370,000 tested, 1.3% active | AID 652257 | inhibition, % at 2.79 µM;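 active = inhibition above about 21% made by adding two undisclosed values, limit read from the data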
# MBD2 inh: blocks human MBD2 binding to methylated DNA; inhibition, % at 4.4 µM; 370,000 tested, 0.31% active; TR-FRET, MBD2 binding to methylated oligonucleotide; Q9UBB5; in the data active = inhibition above about 13%
# TCR CD3 inh: blocks the human TCR-CD3 interaction | 360,000 tested, 0.37% active | TAMRA-labeled TCR probe fluorescence, biochemical | inhibition, % at 9.4 µM; in the data active = inhibition above about 19%;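 note: recombinant mutant TCR 2C K166C tagged with TAMRA read by polarization; 0% = receptor in buffer alone and 100% = receptor with positive control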
# ABHD4 inh: ABHD4 (mouse) inhibition, primary FP screen. purified mABHD4, FP-Rh probe fluorescence polarization. inhibition, % at 8.92 µM. 370,000 tested, 0.54% active. Q8VD66;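 active = inhibition exceeding the mean over every tested compound plus 3 SD, cut at about 30% in these data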;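 note: 0% = plate median of compound wells and 100% = S159A mutant with DMSO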
# Target sequence (Q8VD66 whole entry, looked up): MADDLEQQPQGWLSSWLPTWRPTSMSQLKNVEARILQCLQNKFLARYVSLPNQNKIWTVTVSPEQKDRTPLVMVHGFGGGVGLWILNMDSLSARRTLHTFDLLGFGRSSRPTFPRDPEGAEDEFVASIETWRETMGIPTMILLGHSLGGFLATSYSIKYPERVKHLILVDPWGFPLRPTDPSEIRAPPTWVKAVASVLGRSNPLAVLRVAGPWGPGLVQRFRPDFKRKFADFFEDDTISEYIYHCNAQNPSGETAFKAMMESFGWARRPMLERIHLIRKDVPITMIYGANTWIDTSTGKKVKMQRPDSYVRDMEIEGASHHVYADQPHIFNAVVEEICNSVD
#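 Doses – 8.92 µM, single dose · Material – wild-type mouse ABHD4 protein · Replication – single well per compound (singlicate) · Measure – percent inhibition of probe binding, normalized to plate controls · Schedule – 45 min compound pre-incubation plus 60 min probe step, 25 °C · Detection – fluorescence polarization with parallel and perpendicular emission, 525/598 nm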
# NR1D1 modulator: modulates human Rev-erb alpha binding to DNA; Rev-erbα–FITC-DNA binding, fluorescence polarization, 90 min; P20393; AID 1259318; activity, % at 10 µM; 370,000 tested, 0.79% active;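 active = activity above about 14%, limit read from the data; passing the limit was not always enough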;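 note: 0% = DMSO wells with 35 nM protein and 100% = DMSO wells with 750 nM protein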
# UHRF1 binding: UHRF1 methyl-DNA binding inhibition | Q96T88 | UHRF1 binding to methylated oligo, TR-FRET | inhibition, % at 4.4 µM | 370,000 tested, 0.75% active; in the data active = inhibition above about 21%;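 note: UHRF1 SRA domain binding a hemimethylated CpG hairpin DNA probe; 0% = median of test compound wells and 100% = reference inhibitor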
# HTRA1 inhibitor: blocks human HTRA1 serine peptidase; AID 504803; recombinant HTRA1, FP-rhodamine activity-based probe, fluorescence polarization; Q92743; inhibition, % at 5.96 µM; 340,000 tested, 0.5% active; in the data active = inhibition above about 36%;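 note: 0% = enzyme with DMSO and 100% = wells lacking enzyme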
# Target sequence (Q92743 whole entry, looked up): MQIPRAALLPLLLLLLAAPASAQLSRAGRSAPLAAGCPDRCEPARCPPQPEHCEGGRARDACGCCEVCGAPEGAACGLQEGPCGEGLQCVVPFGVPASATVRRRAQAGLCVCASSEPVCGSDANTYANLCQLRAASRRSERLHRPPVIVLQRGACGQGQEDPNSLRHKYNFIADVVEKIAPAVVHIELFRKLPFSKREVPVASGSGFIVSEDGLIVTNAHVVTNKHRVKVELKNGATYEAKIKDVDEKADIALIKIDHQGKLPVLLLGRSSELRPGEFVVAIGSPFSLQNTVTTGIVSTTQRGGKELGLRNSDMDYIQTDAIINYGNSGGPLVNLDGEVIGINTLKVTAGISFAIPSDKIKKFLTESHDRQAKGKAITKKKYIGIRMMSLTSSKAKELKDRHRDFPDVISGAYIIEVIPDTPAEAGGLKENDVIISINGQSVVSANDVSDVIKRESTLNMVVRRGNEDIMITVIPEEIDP
# Numbers without * were called inactive; · = no result given. An excerpt; count on the stated rates, not on these rows.
SMILES,PG9 binder,rCAG binder,LEDGF integ inh,PRMT1 inh,MBD2 inh,TCR CD3 inh,ABHD4 inh,NR1D1 modulator,UHRF1 binding,HTRA1 inhibitor
O=C1N(c2cccc(Cl)c2)C(c2ccccc2)N2CCCN12 (stereo not drawn),0.2,-4,3,0,-3,0,-3,11,7,0
CCN(CC)S(=O)(=O)c1cccc(C(=O)N/N=C(\C)c2ccc(O)cc2O)c1,0.9,21,-5,2,3,41*,21,0,-2,21
Clc1cccc(-c2nn3c(Cn4cnc5ccccc54)nnc3s2)c1,1.8,2,2,5,-3,6,-1,-1,-5,-4
CNC(=O)Nc1cccc(NC(=O)NC)n1,3.3,2,1,1,0,1,-4,-2,2,10
CC(O)CNCCNCc1cccs1 (stereo not drawn),-0.4,-2,4,-4,-3,0,1,5,12,0
O=C(CNC(=O)c1cnccc1C(F)(F)F)c1cccc(Cl)c1,-1.9,1,2,-1,-2,5,-1,-5,-2,3
CCOc1cc(C(=O)NC(=S)Nc2cccnc2)cc(OCC)c1OCC,0.2,-7,-1,-2,2,-1,4,-6,-1,3
O=C(O)CCCCCCCCCCCNC(=O)NC12CC3CC(CC(C3)C1)C2,1.0,1,-2,-1,8,-7,1,-1,0,2
O=C(NC(=S)N1CCN(c2ccc([N+](=O)[O-])cc2)CC1)c1ccc(F)cc1,-0.5,0,-2,0,-1,8,-2,5,-2,-8
CCOC(=O)c1ccc(NC(=O)N2CCN(c3ccccc3OC)CC2)cc1,-2.2,-8,0,-1,2,-3,0,-1,10,-11
C=CCn1c(SCc2nc3ccccc3nc2C)nnc1-c1ccoc1C,-1.4,0,1,2,-4,4,0,-4,1,2
C=CCSc1n[nH]c2nc3c(c(=O)n12)C1(CCCC1)Cc1ccccc1-3,-0.8,9,0,2,0,3,1,-7,1,1
O=C(CSc1nnc(Cc2ccccc2)n1C1CCCCC1)N1CCOCC1,1.7,-4,-1,-1,-2,9,0,1,0,-3
C#CCN(C[C@@H]1[C@@H](OC(=O)NCc2ccccc2F)[C@@H](OC(=O)NCc2ccccc2F)Cn2c(=O)ccc(=O)n21)S(=O)(=O)c1ccc(C)cc1,-1.7,15,-2,2,0,2,-3,-4,-2,-28
COc1ccc(CNCCNC(=O)c2cccs2)cc1OC,-0.5,-4,-2,4,4,4,9,-3,2,-5
COc1cc(C=O)c(Br)cc1OCC(=O)NCCc1ccccc1,1.7,-6,3,-1,2,-5,4,2,4,-10
Cc1cccc(OCC(=O)Nc2cc(C)on2)c1,2.5,-1,1,5,3,4,3,-2,2,3
CSc1n[nH]c(=O)n1-c1cccc(Cl)c1,1.4,-3,4,10,3,-7,-10,4,-7,1
C=C(C)c1cccc(C(C)(C)NC(=O)NCc2cccnc2)c1,0.1,-5,1,-4,-3,4,-5,6,-2,4
O=C(CNC(=O)c1ccccc1F)Nc1ccc2c(c1)OCO2,-2.1,10,-1,2,-3,6,14,-6,0,10
Cn1c(C(=O)Nc2ccccc2)cc2sccc21,-2.1,4,1,3,2,6,-6,-1,-1,-27
Cc1ccsc1-c1nc(CSCC(=O)N2CCN(c3ccccc3)CC2)c(C)o1,-1.9,3,1,0,-3,5,0,0,-2,-6
CC1CCN(C(=O)Cn2ncc3c([nH]c4ccccc43)c2=O)CC1,-3.0,0,-1,-5,1,-5,-3,-3,1,0
CCOC(=O)c1ccccc1NC(=O)CSc1nc2ccccc2o1,0.3,-3,-2,2,-1,-5,1,3,1,-9

# An excerpt from above in order of their number in PG9 binder, smallest number first.
compound | PG9 binder | LEDGF integ inh | PRMT1 inh | MBD2 inh | TCR CD3 inh | NR1D1 modulator | UHRF1 binding | HTRA1 inhibitor
O=C(CNC(=O)c1ccccc1F)Nc1ccc2c(c1)OCO2 | -2.1 | -1 | 2 | -3 | 6 | -6 | 0 | 10
COc1ccc(CNCCNC(=O)c2cccs2)cc1OC | -0.5 | -2 | 4 | 4 | 4 | -3 | 2 | -5
C=C(C)c1cccc(C(C)(C)NC(=O)NCc2cccnc2)c1 | 0.1 | 1 | -4 | -3 | 4 | 6 | -2 | 4
CCOC(=O)c1ccccc1NC(=O)CSc1nc2ccccc2o1 | 0.3 | -2 | 2 | -1 | -5 | 3 | 1 | -9
CSc1n[nH]c(=O)n1-c1cccc(Cl)c1 | 1.4 | 4 | 10 | 3 | -7 | 4 | -7 | 1
COc1cc(C=O)c(Br)cc1OCC(=O)NCCc1ccccc1 | 1.7 | 3 | -1 | 2 | -5 | 2 | 4 | -10
Cc1cccc(OCC(=O)Nc2cc(C)on2)c1 | 2.5 | 1 | 5 | 3 | 4 | -2 | 2 | 3

# An excerpt from above in order of molecular weight, rising.
SMILES,PG9 binder,rCAG binder,LEDGF integ inh,PRMT1 inh,MBD2 inh,TCR CD3 inh,ABHD4 inh,NR1D1 modulator,UHRF1 binding,HTRA1 inhibitor
C=C(C)c1cccc(C(C)(C)NC(=O)NCc2cccnc2)c1,0.1,-5,1,-4,-3,4,-5,6,-2,4
CC1CCN(C(=O)Cn2ncc3c([nH]c4ccccc43)c2=O)CC1,-3.0,0,-1,-5,1,-5,-3,-3,1,0
O=C(CNC(=O)c1cnccc1C(F)(F)F)c1cccc(Cl)c1,-1.9,1,2,-1,-2,5,-1,-5,-2,3
C=CCSc1n[nH]c2nc3c(c(=O)n12)C1(CCCC1)Cc1ccccc1-3,-0.8,9,0,2,0,3,1,-7,1,1
O=C(CSc1nnc(Cc2ccccc2)n1C1CCCCC1)N1CCOCC1,1.7,-4,-1,-1,-2,9,0,1,0,-3

# Carrying on:
SMILES,PG9 binder,rCAG binder,LEDGF integ inh,PRMT1 inh,MBD2 inh,TCR CD3 inh,ABHD4 inh,NR1D1 modulator,UHRF1 binding,HTRA1 inhibitor
CC(C)N(C)C1CCN(C(=O)Nc2ccc(Cl)c(Cl)c2)CC1,-1.3,-1,2,3,1,-3,-4,-5,4,-4
CCC1=Nc2ccccc2-c2nnc(SC)nc2O1,-0.6,0,-2,-3,-15,4,-3,7,0,11
c1ccc(Nc2nc(-c3ccccc3)ns2)cc1,0.3,4,0,2,-7,6,-8,5,-1,-19
C=CCc1cc(Cl)ccc1OC(=O)Nc1cccc(Cl)c1,1.2,4,-4,0,-2,3,-17,-5,3,-25
CCC(C(=O)Nc1ccc(C(=O)N2CCCC2)cc1)c1ccccc1 (stereo not drawn),0.2,-6,-2,2,1,0,-6,0,2,1
CCN(CC)S(=O)(=O)c1ccc(NC(=O)COC(=O)CN2C(=O)c3ccccc3C2=O)cc1,0.5,2,-2,3,0,-2,1,2,1,3
Cc1cc(CN2CCC(n3nccc3NC(=O)c3ccccc3C)CC2)n[nH]1,-2.4,-6,-3,0,0,-3,3,-5,-1,-3
O=C(NC1CCCC1)c1nc2c(nnn2Cc2ccccc2Cl)c(=O)[nH]1,1.0,10,0,4,10,0,5,-4,4,-2
Cc1ccc2oc(=O)c3cc(C(=O)NCCCN4CCc5ccccc5C4)sc3c2c1,-2.0,14,1,7,-2,-4,2,5,-9,-42
O=C(c1ccc(F)cc1)N1CCC(N2CCOCC2)CC1,-0.6,1,4,1,1,0,12,8,5,2
COc1cc(NC(N)=S)c(OC)cc1Cl,-0.8,-1,-1,2,6,3,-4,-4,2,-4
CCN(Cc1ccccc1)C(=O)c1[nH]c2ccc(OC)cc2c1C,-0.3,-3,0,-1,-3,1,3,-5,2,-10

# The final 3 records of the part above open the next one.
SMILES,PG9 binder,rCAG binder,LEDGF integ inh,PRMT1 inh,MBD2 inh,TCR CD3 inh,ABHD4 inh,NR1D1 modulator,UHRF1 binding,HTRA1 inhibitor
O=C(c1ccc(F)cc1)N1CCC(N2CCOCC2)CC1,-0.6,1,4,1,1,0,12,8,5,2
COc1cc(NC(N)=S)c(OC)cc1Cl,-0.8,-1,-1,2,6,3,-4,-4,2,-4
CCN(Cc1ccccc1)C(=O)c1[nH]c2ccc(OC)cc2c1C,-0.3,-3,0,-1,-3,1,3,-5,2,-10
O=C(Nc1cccc(-c2ccc(N3CCOCC3)nn2)c1)c1ccc(F)cc1F,5.7,-5,2,2,-4,3,-2,1,0,6
O=C(Nc1ccc(-c2nc3ncccc3o2)cc1)c1ccc(Br)o1,41*,1,2,5,4,-4,-6,22,-1,-18
COc1ccc2cc(-c3[nH]ncc3CN3CCCCO3)ccc2c1,-0.3,1,-1,-1,-1,2,-2,-7,0,-16
COc1ccc(C2=Nn3c(nnc3C3CCCCC3)SC2)cc1OC,-0.3,-4,-1,-2,-3,-1,-4,4,0,-10
CCc1ccccc1NC(=O)C1CC(c2ccc(OC)cc2)=NO1 (stereo not drawn),-1.3,-8,1,-1,3,2,-3,5,-2,-4
COc1cccc(C(C)(O)c2nc(-c3ccccc3C)cs2)c1 (stereo not drawn),-0.3,-1,-1,0,-2,0,-9,5,2,·
CCn1c(SCC(=O)NCc2ccco2)nnc1-c1ccc(N)cc1,-5.0,2,1,1,1,1,1,-8,-1,11
Cc1nccn1CCC(=O)NC1CC(C)(C)Cc2c1cnn2-c1ccccc1 (stereo not drawn),-1.1,1,2,-1,1,1,-3,0,-4,2
CCOc1cc2[nH]c(=S)n(CCCCC(=O)NCc3ccco3)c(=O)c2cc1OCC,8.2,0,3,2,4,2,-5,15,0,2
c1cncc(COC2CCCN(Cc3nc(-c4cccs4)no3)C2)c1 (stereo not drawn),-2.3,-6,2,-4,5,1,2,0,-3,12
O=S(=O)(c1ccc2c(c1)OCCO2)N1CCN(c2ncnc3sccc23)CC1,-1.2,2,4,-7,-1,3,2,2,-1,·
CCOc1ccc(CN2CCN(Cc3cnn(CC)c3C)CC2CCO)cc1 (stereo not drawn),-0.6,-8,1,1,8,-2,-7,-10,0,-3
O=C(Nc1ccccc1C(=O)O)c1ccc(NC(=O)C2CCCO2)cc1 (stereo not drawn),-2.5,7,1,2,4,-9,-2,1,3,1
O=C(CCCn1c(SCC(=O)c2ccc(O)c(O)c2)nc2ccccc2c1=O)NCC1CCCO1 (stereo not drawn),2.5,20,1,7,-2,21*,16,-8,1,38*
COc1ccc(C)cc1S(=O)(=O)N(CC(=O)Nc1cc([N+](=O)[O-])ccc1C)c1ccc(C)c(C)c1,-1.2,12,0,-2,6,3,-7,-3,5,-19
CCN(CC(=O)NCc1cccs1)C(=O)c1cccc(Cl)c1,0.3,3,-4,1,0,-5,3,-5,0,-3
Cc1ccc(NC(=O)c2cc(-c3ccccc3)n[nH]2)cc1,0.5,4,-4,-1,2,3,0,-2,1,-6
Clc1ccc(C(c2nnnn2C2CCCC2)N2CCSCC2)cc1 (stereo not drawn),-2.5,-5,-3,0,0,3,-2,1,5,-5
O=C(Nc1ccc2c(c1)OCO2)C1CC(=O)N(c2ccc3c(c2)OCCO3)C1 (stereo not drawn),0.9,3,2,-2,2,1,6,-3,-1,0
O=C(O)CSCC(=O)Nc1ccc(Cl)cc1C(F)(F)F,-1.5,-1,-1,1,2,0,-8,4,1,4
COc1ccc(S(=O)(=O)N(CC(C)C)CC(C)C)c2cccnc12,2.8,0,-1,-2,-5,6,-3,-7,-1,0
